# Hsp70 inhibitors – small molecules displacing fluorescent ligand from Hsp70 – biochemical, fluorescence polarization, primary screen (AID 583); Hsp70 fluorescence polarization probe displacement, mP; higher % means a stronger effect; one-dose displacement, % at 20 µM; IC50 in µM for titrated hits; 140,000 compounds, 0.06% hits; in the data active means displacement above about 50%;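 further: plate controls were vehicle for no effect and reference ligand for full effect; a part of the inactive calls stands beside numbers as strong as those of hits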
# Rat MKP-3 inhibitors – MKP-3 phosphatase inhibitors, primary screen, biochemical, rat enzyme, in vitro (AID 425); 110,000 compounds, 0.17% hits; inhibition, % at 20 µM; hits with a dose series show IC50 in µM; recombinant MKP-3 phosphatase activity, fluorescence; higher % means a stronger effect; in the data active means inhibition above about 50%;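 further: plate controls were vehicle for no effect and reference inhibitor for full effect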
# Numbers without * were called inactive; . = no result given. Some of the compounds tested (hit frequency here may not be typical).
# Start of the data: the first 22 entries (preview)
SMILES,Hsp70 inhibitors,Rat MKP-3 inhibitors
CCOC(=O)C(O)(c1ccc(N(CC)C(=O)OC)cc1)C(F)(F)F (stereo unspecified),1.2%,-5%
COc1ccc(CN2CC3CC(C2)c2cccc(=O)n2C3)cc1OC (stereo unspecified),1.4%,-12%
O=[N+]([O-])c1cc(Cl)ccc1N1CCN(Cc2ccccc2)CC1,2.4%,-2%
O=C1NC(=S)N(c2cccc(Br)c2)C(=O)/C1=C/C=C/c1ccccc1,-13%,11%
O=C1C2CCCN2C(c2cccnc2)N1c1nccs1 (stereo unspecified),-2.2%,-2%
Cc1ccccc1CN(CCc1ccc2c(c1)OCO2)Cc1ccccc1C,6.6%,2%
Cc1ccc(S(=O)(=O)N2CCC(C(=O)N3CCC4(CC3)OCCO4)CC2)cc1,-0.3%,-4%
COc1ccc(O)c(CN2CCN(Cc3ccc(Cl)cc3)CC2)c1,-8.1%,2%
CC(=NCCC1=CCCCC1)c1c(O)n(C)c(=O)n(C)c1=O,-4.5%,-6%
O=C(C1c2ccccc2C(=O)N2CCc3ccccc3C12)N1CCC2(CC1)OCCO2 (stereo unspecified),-3.0%,4%
CCN1CCN(c2nc3ccccc3s2)CC1,-1.9%,.
CN(C)c1ccc(/C=C2/C(=O)C3CCN2CC3)cc1,-5.6%,2%
CC(C)(NO)C(=O)c1ccc(F)cc1,-6.2%,0%
C=CCN1C(=O)NC(=O)/C(=C/c2c3ccccc3cc3ccccc23)C1=O,9.2%,3%
COc1ccc(NC(=O)CN2C3CCC2CC(O)(c2cccnc2)C3)cc1OC (stereo unspecified),-5.4%,5%
O=C(Cc1ccccc1)N1CCN(C2CCN(Cc3ccccc3)CC2)CC1,-2.0%,3%
Oc1cc2c(cc1CN1CCN(c3ccccc3)CC1)CCC2,-4.1%,-3%
CCCCn1c(O)c(C=NCCCN(CC)CC)c(=O)[nH]c1=O,0.6%,-12%
N=Cc1c(O)n(-c2cccc(Cl)c2)c(=O)[nH]c1=O,-3.7%,1%
CN(C)C(=O)Oc1ccc(C(=O)c2ccccc2)cc1,2.1%,-9%
O=c1[nH]c(=O)n(Cc2ccco2)c(O)c1C=NCc1cccs1,.,-7%
CCCNC(=O)c1c(N)n(Cc2ccco2)c2nc3ccccc3nc12,6.5%,.

# Main list, from the start:
SMILES,Hsp70 inhibitors,Rat MKP-3 inhibitors
CCOC(=O)C(O)(c1ccc(N(CC)C(=O)OC)cc1)C(F)(F)F (stereo unspecified),1.2%,-5%
COc1ccc(CN2CC3CC(C2)c2cccc(=O)n2C3)cc1OC (stereo unspecified),1.4%,-12%
O=[N+]([O-])c1cc(Cl)ccc1N1CCN(Cc2ccccc2)CC1,2.4%,-2%
O=C1NC(=S)N(c2cccc(Br)c2)C(=O)/C1=C/C=C/c1ccccc1,-13%,11%
O=C1C2CCCN2C(c2cccnc2)N1c1nccs1 (stereo unspecified),-2.2%,-2%
Cc1ccccc1CN(CCc1ccc2c(c1)OCO2)Cc1ccccc1C,6.6%,2%
Cc1ccc(S(=O)(=O)N2CCC(C(=O)N3CCC4(CC3)OCCO4)CC2)cc1,-0.3%,-4%
COc1ccc(O)c(CN2CCN(Cc3ccc(Cl)cc3)CC2)c1,-8.1%,2%
CC(=NCCC1=CCCCC1)c1c(O)n(C)c(=O)n(C)c1=O,-4.5%,-6%
O=C(C1c2ccccc2C(=O)N2CCc3ccccc3C12)N1CCC2(CC1)OCCO2 (stereo unspecified),-3.0%,4%
CCN1CCN(c2nc3ccccc3s2)CC1,-1.9%,.
CN(C)c1ccc(/C=C2/C(=O)C3CCN2CC3)cc1,-5.6%,2%
CC(C)(NO)C(=O)c1ccc(F)cc1,-6.2%,0%
C=CCN1C(=O)NC(=O)/C(=C/c2c3ccccc3cc3ccccc23)C1=O,9.2%,3%
COc1ccc(NC(=O)CN2C3CCC2CC(O)(c2cccnc2)C3)cc1OC (stereo unspecified),-5.4%,5%
O=C(Cc1ccccc1)N1CCN(C2CCN(Cc3ccccc3)CC2)CC1,-2.0%,3%
Oc1cc2c(cc1CN1CCN(c3ccccc3)CC1)CCC2,-4.1%,-3%
CCCCn1c(O)c(C=NCCCN(CC)CC)c(=O)[nH]c1=O,0.6%,-12%
N=Cc1c(O)n(-c2cccc(Cl)c2)c(=O)[nH]c1=O,-3.7%,1%
CN(C)C(=O)Oc1ccc(C(=O)c2ccccc2)cc1,2.1%,-9%
O=c1[nH]c(=O)n(Cc2ccco2)c(O)c1C=NCc1cccs1,.,-7%
CCCNC(=O)c1c(N)n(Cc2ccco2)c2nc3ccccc3nc12,6.5%,.
COC(=O)C1C2C(=O)N(c3ccccc3)C(=O)C12c1ccc(Cl)cc1 (stereo unspecified),-1.7%,4%
COc1cc(/C=C2\C(=O)NC(=O)N(c3ccccc3)C2=O)cc(OC)c1OC,-1.2%,.
CC12CN3CCN(C1)CC(C)(C3)C2=NO,-2.5%,.
CN1CSC(=S)N(C)C1,.,2%
CC(=NCCCN1CCCCC1)c1c(O)n(Cc2ccccc2)c(=O)[nH]c1=O,-0.7%,-6%
O=C(c1cccs1)c1cn(Cc2ccccc2Cl)c2ccccc12,-1.4%,.
CC(=O)N1N=C2C3CCN(CC3)C2C1c1ccc([N+](=O)[O-])cc1 (stereo unspecified),6.3%,-1%
O=C(c1csc2c1CCCCC2)N1CCC2(CC1)OCCO2,1.1%,10%
COc1cc(OC)c(OC)cc1CNCCc1ccc(Cl)cc1,-0.5%,-1%
Cn1cccc1/C=C1/C(=O)NC(=S)N(c2ccc(Cl)cc2)C1=O,36%,78%*
CN1CCN(c2nc3nc(N)[nH]c(=O)c3[nH]2)CC1,0.7%,0%
CC1(C)CSC(Nc2ccc(F)c(Cl)c2)=N1,6.2%,-4%
CC1CCC(NCC(O)c2ccccc2)CC1 (stereo unspecified),3.4%,.
Cc1ccc(-n2c(/C=C/c3ccc(O)c(O)c3)nc3ccccc3c2=O)cc1,0.3%,3%
O=c1c2ccccc2[se]n1-c1ccccc1,6.0%,-5%
C=CCn1c(O)c(C(C)=Nc2ccc(N(CC)CC)cc2)c(=O)[nH]c1=O,0.2%,-5%
O=C(C1CCCN(S(=O)(=O)c2cccc3nsnc23)C1)N1CCC2(CC1)OCCO2 (stereo unspecified),4.1%,0%
CC(=O)c1ccc(NC(=O)C2C(C)(C)C2(C)C)cc1,-8.6%,0%
COC(=O)c1c(N)n(Cc2ccc(OC)cc2)c2nc3ccccc3nc12,3.9%,-8%
CN(C)[C@@H]1C(=O)C(C(N)=O)=C(O)[C@@]2(O)C(=O)C3=C(O)c4c(O)ccc(Cl)c4[C@@](C)(O)C3C[C@@H]12 (stereo partly specified),.,0%
O=C(Cn1ncc2c3ccccc3n(Cc3cccc(Cl)c3)c2c1=O)N1CCC2(CC1)OCCO2,-94%,-6%
Oc1ccc(C(=C(Cl)Cl)c2ccc(O)cc2)cc1,8.0%,4%
COCCNCCOc1c(C(C)C)cccc1C(C)C,-4.7%,-1%
C[N+]1(C)CCc2cc3c(cc2[C@H]1[C@@H]1OC(=O)c2c1ccc1c2OCO1)OCO3,1.1%,1%
C=COCCn1c(C)c(C(=O)OCC)c2cc(O)ccc21,4.9%,-1%
CN(CC1COc2ccccc2O1)c1nc(-c2cccnc2)nc2ccccc12 (stereo unspecified),-3.3%,-11%
O=C1OCCC1NC1=NCCC1 (stereo unspecified),2.8%,-7%
CCOP(=O)(C#CC(C)(C)C)C1(O)CCCCC1 (stereo unspecified),-3.7%,-2%
O=C(Cn1cnc2sc3c(c2c1=O)CCCC3)NCCC(=O)N1CCC2(CC1)OCCO2,-2.5%,-4%
Cc1ccc(NC(=O)c2nc[nH]c2C(=O)Nc2ccc(Br)cc2C(=O)c2ccccc2)cc1,4.3%,1%
Cc1ccc(C)n1-c1ccc(N2CCNCC2)c([N+](=O)[O-])c1,-3.1%,7%
O=C(CN1C(=O)CCSc2ccccc21)N1CCC2(CC1)OCCO2,6.5%,-4%
Cc1nc2cc(C(=O)N3CCC4(CC3)OCCO4)ccc2n1-c1ccc(Br)cc1,1.7%,.
CC12CN3C(O)C(C)(C1)CC(C)(C2)C3O (stereo unspecified),-0.4%,-4%
C=CCn1c(O)c(C(=O)CCCCCC)c(=O)[nH]c1=O,2.0%,-5%
O=C(/C=C/c1ccc(N2N=N2)cc1)/C=C/c1ccc(N2N=N2)cc1,1.5%,14%
CN1CCN(c2c(Cl)cccc2[N+](=O)[O-])CC1,-0.9%,2%
Cc1ccc(CC2C(=O)N(C)C(=O)N(C)C2=O)s1,-1.3%,-10%
# (cont.)
SMILES,Hsp70 inhibitors,Rat MKP-3 inhibitors
CN1C(=O)CN=C(c2ccc(Cl)cc2)c2cc(Cl)ccc21,-1.0%,1%
O=C(COc1ccccc1)N1CCN(CC2CC3C=CC2C3)CC1 (stereo unspecified),.,-5%
O=C1NC(=S)NC(=O)C1C/C=C/c1ccccc1,0.7%,.
CN(C)P(=NC(=S)c1cccn1C)(N(C)C)N(C)C,2.4%,5%
CCc1cc2c(N3CCN(C)CC3)ncnc2s1,-3.6%,.
CCn1nc(-c2cccs2)nc2c(=O)n(C)c(=O)nc1-2,.,2µM*
O=C(CCN1CCOCC1)NCC(=O)Nc1ccc(Br)cc1C(=O)c1ccccc1,-1.3%,-7%
Cc1ccc(-c2nc(CS(=O)CC(=O)N3CCC4(CC3)OCCO4)c(C)o2)cc1 (stereo unspecified),9.3%,-9%
CCCCNC(=O)c1c(N)n(CCCOC)c2nc3ccccc3nc12,2.0%,.
CN(C)P(=O)(C(Cl)=C(N1CCCCC1)N1CCCCC1)N(C)C,0.6%,-4%
c1ccc2c(c1)CNc1ccccc1O2,6.1%,10%
CCOC(=O)C(C)Oc1cc(C)cc2oc(=O)c3c(c12)CCCC3 (stereo unspecified),-2.0%,-6%
CN(C)CP(=O)(O)CN(C)C=O,2.3%,-11%
CCOC(=O)c1[nH]c(C)c(C(=O)N2CCC3(CC2)OCCO3)c1C,0.8%,9%
S=C(c1ccc(Cl)cc1)N1CCOCC1,1.5%,2%
CC(=O)Oc1cc(C)cc2oc(=O)c3c(c12)CCCC3,2.3%,-1%
CCOC(=O)N(c1ccccc1)P1(=S)OCC(C)O1 (stereo unspecified),.,3%
Cn1c(O)c(C=NCCOc2ccc(Cl)cc2)c(=O)n(C)c1=O,0.4%,6%
COc1ccc(CNCCc2ccc3c(c2)OCO3)c(OC)c1C,-3.3%,0%
N#Cc1cc2c(nc1SCC(=O)Nc1cc(Cl)cc(Cl)c1)C1CCN2CC1,-5.9%,.
CN1CCN(c2c(N)c(=O)oc3ccccc23)CC1,7.7%,.
CCCCOc1cc(C)cc2oc(=O)c3c(c12)CCC3,-4.3%,4%
O=C(NCc1ccc(C(=O)N2CCC3(CC2)OCCO3)cc1)c1cccc(Br)c1,-1.0%,.
Oc1ccc(Br)cc1CN1CCN(Cc2ccccc2F)CC1,-0.7%,-2%
CSC(=Nc1ccccc1)c1c(O)n(C)c(=O)n(C)c1=O,1.7%,-18%
Nc1c(C(=O)NCc2ccco2)c2nc3ccccc3nc2n1CCN1CCOCC1,0.8%,.
COc1ccc(N2C(=O)NC(=O)/C(=C/c3cn(CC(=O)Nc4ccccc4)c4ccccc34)C2=O)cc1,46%,8%
CCOc1ccc(N2C(=O)/C(=C/c3ccc(C)cc3)C(=O)NC2=S)cc1,-3.1%,2%
CC(=NCCN1CCOCC1)c1c(O)n(Cc2ccccc2)c(=O)[nH]c1=O,0.2%,.
COc1ccc(C(=O)N2CCCC2=O)cc1,.,0%
Cc1cc(NC(=O)COC(=O)c2c(C)nn(Cc3ccccc3)c2C)no1,-0.7%,.
CCC(=O)c1cn(Cc2ccccc2C#N)c2ccccc12,-0.3%,-8%
O=C(c1cc(S(=O)(=O)N2CCOCC2)ccc1F)N1CCC2(CC1)OCCO2,0.0%,5%
COc1ccc(CCNCc2ccccc2Cl)cc1OC,-0.9%,4%
Cn1c(O)c(C(=O)c2ccccc2Cl)c(=O)n(C)c1=O,12%,13%
O=C1NC(=O)N(c2ccc3c(c2)OCO3)C(=O)/C1=C/c1ccc(OCc2cccc(C(=O)O)c2)cc1,-0.8%,-1%

# Quoted at random: 3 compounds from above
SMILES,Hsp70 inhibitors,Rat MKP-3 inhibitors
CCN1CCN(c2nc3ccccc3s2)CC1,-1.9%,.
CN(C)c1ccc(/C=C2/C(=O)C3CCN2CC3)cc1,-5.6%,2%
COc1ccc(C(=O)N2CCCC2=O)cc1,.,0%

# (next part)
SMILES,Hsp70 inhibitors,Rat MKP-3 inhibitors
O=c1[nH]c(=O)n(Cc2ccc(F)cc2)c(O)c1C=NCc1cccnc1,0.2%,-10%
O=c1[nH]c(CN2CC=C(c3ccccc3)CC2)nc2cc(C(F)(F)F)ccc12,-4.1%,.
COc1cccc(-n2nc(C(=O)N3CCC4(CC3)OCCO4)c3ccccc3c2=O)c1,1.1%,7%
O=C(c1ccco1)C12CN3CN(CN(C3)C1)C2,-2.2%,-4%
CN1CCN(C(=O)COc2ccc(S(=O)(=O)NCc3ccccc3)cc2Cl)CC1,1.6%,.
CN(C)C(=O)C(c1ccccc1)c1ccccc1,-0.5%,-9%
COc1ccc(CCNCc2cccc(Cl)c2)cc1OC,15%,0%
CC1(C)N(O)C2CCCCC2N1O (stereo unspecified),-8.5%,-10%

# Assay outcomes as filed in PubChem.
